Source: PubChem (Sanford-Burnham Center for Chemical Genomics)
AID2073 – inhibitors of Mint1-CaV2.2 protein interaction, biochemical, HTRF (AID 2073). HTRF protein-protein interaction, Mint1-CaV2.2; higher % means a stronger effect. inhibition, % at 20 µM; hits with a dose series show IC50 in µM. hit rate 0.19% among 290,000; in the data active = inhibition mostly above about 51%, no sharp cut-off; note: some results filed as inactive read as strong as hits
GPR35 antagonists – GPR35 antagonists blocking zaprinast-driven arrestin recruitment, primary screen, imaging, U2OS, beta-arrestin-GFP, zaprinast agonist (AID 2058); inhibition, % at 10 µM; hits with a dose series show IC50 in µM; U2OS GPR35 beta-arrestin-GFP translocation imaging, zaprinast antagonism; higher % means a stronger effect; hit rate 0.052% among 290,000;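 active = inhibition of at least 50% with at least 30 cells and total cytoplasm GFP at most 10,000,000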
HIV fusion peptide – cell-free HIV fusion peptide-binding blockers – biochemical, uHTS, fluorescence dequenching, primary screen (AID 1986); cell-free peptide binding, fluorescence dequenching, 30 min; higher % means a stronger effect; inhibition, % at 20 µM, or IC50 in µM where a hit was titrated; hit rate 0.3% among 290,000; in the data active = inhibition mostly above about 52%, no sharp cut-off; inactive = mostly below about 76%; note: some results filed as inactive read as strong as hits
GPR55 LPI antagonism – inhibition of LPI-stimulated GPR55 beta-arrestin translocation – imaging, U2OS, beta-arrestin-GFP, LPI agonist, primary screen (AID 2013); inhibition, % at 10 µM; hits with a dose series show IC50 in µM; U2OS GPR55 beta-arrestin-GFP translocation imaging, LPI antagonism; higher % means a stronger effect; hit rate 0.13% among 290,000;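 active = spots per cell inhibited over 60%, with over 100 cells counted and total cytoplasm intensity under 500,000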;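 note: U2OS cells stably carrying GPR55 and arrestin-GFP stimulated by 5 µM LPI near EC80; imaged beta-arrestin-GFP aggregate spots per cell after agonist stimulation; plate controls were LPI-stimulated DMSO wells for no effect and DMSO wells without LPI for full effect; some results filed as inactive read as strong as hits; confirmed hits need IC50 under 10 µM and bright autofluorescent wells are also inconclusive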
Siah-1 displacement – Siah-1 peptide-binding antagonists, primary screen, biochemical, fluorescence polarization, rhodamine-plectin, uHTS (AID 1817). Siah-1 / rhodamine-plectin peptide fluorescence polarization; higher % means a stronger effect. displacement, % at 20 µM; hits with a dose series show IC50 in µM. hit rate 0.02% among 290,000;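 active = displacement of at least 50% at 20 µM, with a fluorescence ratio check between 0.3 and a set limit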;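 note: plate controls were Siah plus tracer with DMSO for no effect and tracer alone without Siah for full effect; strong numbers were not always called active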
KOR beta-arrestin-1 – KOR antagonists, beta-arrestin recruitment, cell-based, luminescence, uHTS (AID 1778). KOR beta-arrestin recruitment, luminescence, antagonist mode; higher % means a stronger effect. one-dose inhibition, % at 10 µM; IC50 in µM for titrated hits. hit rate 0.091% among 290,000; in the data active = inhibition above about 50%; note: strong numbers were not always called active
NOD1 inhibition – NOD1 signaling inhibitors, primary screen, cell-based, luminescence, uHTS (AID 1578) | NOD1-driven NF-kB luciferase reporter cells, luminescence; higher % means a stronger effect | inhibition, % at 4 µM, or EC50 in µM where a hit was titrated | hit rate 1% among 290,000; in the data active = inhibition mostly above about 36%, no sharp cut-off; inactive = mostly below about 34%;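 note: HEK-293T reporter cells stimulated with the NOD1 agonist gamma-tri-DAP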
KOR beta-arrestin-2 – KOR agonists, beta-arrestin recruitment, primary screen, cell-based, luminescence, uHTS (AID 1777) | one-dose activation, % at 10 µM; EC50 in µM for titrated hits | KOR beta-arrestin recruitment, luminescence; higher % means a stronger effect | hit rate 0.02% among 280,000; in the data active = activation above about 50%, passing the limit was not always enough; note: a part of the inactive calls stands beside numbers as strong as those of hits
GPR55 beta-arrestin – GPR55 agonists via beta-arrestin recruitment, primary screen, imaging, U2OS cells, beta-arrestin-GFP redistribution (AID 1961); one-dose activation, % at 10 µM; EC50 in µM for titrated hits; hit rate 0.048% among 290,000; U2OS GPR55 beta-arrestin-GFP redistribution imaging; higher % means a stronger effect;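 active = activation above 40% with more than 50 cells counted in the well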;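 note: U2OS osteosarcoma cells stably expressing GPR55 and beta-arrestin-GFP; plate controls were DMSO negative control for no effect and LPI positive control for full effect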
* marks the source's active call; other numbers are inactive results; x = no result given; [ ] = dose if it differs, or a comment.

SMILES	AID2073	GPR35 antagonists	HIV fusion peptide	GPR55 LPI antagonism	Siah-1 displacement	KOR beta-arrestin-1	NOD1 inhibition	KOR beta-arrestin-2	GPR55 beta-arrestin
O=C(CCCN1C(=O)/C(=C/c2cccs2)SC1=S)Nc1cccc(O)c1	0%	8%	-0.3%	-6%	2%	14%	x	-3.8%	0.0%
CC(C)CCN1CCN(Cc2cccn2-c2ccc(Cl)cn2)CC1CCO (configuration not stated)	4%	14%	1.2%	-6%	7%	-20%	-25%	-8.5%	-0.3%
O=C(CN1C(=O)c2cccc3cccc(c23)C1=O)NCCCO	17%	0%	-0.3%	4%	4%	-2%	-6%	-3.5%	-0.1%
CCOC(=O)c1c(C2COc3ccccc3O2)csc1NC(=O)c1ccco1 (configuration not stated)	-5%	-4%	1.9%	23%	-4%	-33%	7%	6.9%	-0.1%
COc1ccc(NC(=O)c2ccco2)c(OC)c1	4%	12%	3.2%	1%	1%	-20%	1%	9.7%	0.2%
OCCCNc1nnc(-c2ccccc2)c2ccccc12	-2%	-8%	3.0%	11%	-1%	-10%	-10%	0.2%	0.4%
COCCN(CCOC)C(=O)CN1C(=O)NC2(CCCc3sccc32)C1=O (configuration not stated)	8%	11%	-0.8%	0%	-2%	0%	-14%	-5.3%	-0.2%
CCOc1ccccc1NC(=S)NC1CCCCC1	20%	-2%	1.6%	7%	-3%	x	-8%	-0.9%	-0.2%
O=C(CNC(=S)N(Cc1ccccc1)Cc1cccnc1)NC1CCCCC1	-2%	-12%	0.0%	4%	5%	3%	-10%	7.6%	0.6%
CCN(C(=O)COC(=O)C1CCN(S(=O)(=O)c2c(Cl)cccc2Cl)CC1)C1CCCCC1	-1%	1%	0.5%	7%	6%	-4%	-20%	-3.1%	-0.1%
CCC(Sc1ncccc1C(=O)Oc1cccc([N+](=O)[O-])c1)C(=O)Nc1ccccc1OC (configuration not stated)	-15%	-3%	1.1%	14%	1%	9%	-31%	3.2%	0.2%
Cc1cc(C(=O)CN2C(=O)NC3(CCCC3)C2=O)c(C)n1-c1ccc2c(c1)OCO2	-5%	-15%	1.9%	-3%	3%	34%	-16%	1.1%	0.3%
CCO[C@@H]1OC(C(=O)N2CCN(C)CC2)=C[C@H](c2csc3ccccc23)[C@H]1CCCO	10%	7%	0.4%	7%	1%	-13%	-18%	2.0%	0.5%
CC(CCc1ccccc1)NC(=O)COC(=O)c1ccc(S(C)(=O)=O)c([N+](=O)[O-])c1 (configuration not stated)	-15%	9%	0.5%	-10%	5%	18%	23%	-2.1%	0.7%
CCCCC(=O)Nc1ncc(Br)s1	-2%	-5%	-2.3%	10%	5%	5%	-27%	-4.4%	-0.2%
CCc1ccc(NC(=O)C(NS(=O)(=O)c2cccc3nsnc23)c2ccccc2)cc1 (configuration not stated)	3%	1%	0.2%	9%	11%	19%	-33%	0.0%	-0.1%
COc1ccc(-n2c(SCC(=O)NNC(=O)c3ccc(C)cc3)nnc2-c2ccncc2)cc1	12%	-1%	-0.3%	-1%	9%	-7%	-16%	3.5%	0.2%
COc1ccc(/C=N/OC(=O)c2ccc(Cl)cc2)c(Cl)c1OC	-8%	6%	0.9%	-1%	2%	-6%	-5%	-1.0%	-0.1%
CSc1ncccc1C(=O)NCCc1ccccc1	-1%	-1%	-1.2%	6%	2%	-8%	-17%	1.3%	-0.4%
CC(=O)CCC(=O)N1CCC(n2nccc2NC(=O)c2ccccc2C)CC1	14%	-9%	0.6%	2%	-1%	-12%	-13%	3.4%	-0.1%
N/C(=N\OC(=O)c1cccc2ccccc12)c1cccc([N+](=O)[O-])c1	3%	5%	-2.2%	5%	14%	-1%	-8%	5.5%	0.2%
O=C(CCc1ccc(S(=O)(=O)N2CCOCC2)cc1)OCc1nc2ccccc2s1	7%	0%	-2.2%	11%	50%	11%	-26%	-0.3%	-0.2%
O=C(NCCCn1ccnc1)c1cc([N+](=O)[O-])cc([N+](=O)[O-])c1	4%	0%	3.0%	-2%	-5%	34%	-32%	4.1%	0.6%
O=C(Nc1ccccc1)c1ccc(-c2ccc(Br)cc2)o1	18%	-8%	-1.2%	-2%	20%	-32%	-60%	-4.5%	-0.4%
COc1cccc(CSc2nc3nc(C)cc(C)n3n2)c1	-1%	9%	0.8%	-1%	-2%	-28%	-2%	-2.9%	0.0%

Next section:
SMILES	AID2073	GPR35 antagonists	HIV fusion peptide	GPR55 LPI antagonism	Siah-1 displacement	KOR beta-arrestin-1	NOD1 inhibition	KOR beta-arrestin-2	GPR55 beta-arrestin
CC1(C)CC(=O)C(C2C3=C(CC(C)(C)CC3=O)Oc3ccc4ccccc4c32)C(=O)C1 (configuration not stated)	0%	7%	3.1%	-9%	2%	-53%[20 µM]	-48%	-5.5%	-0.1%
Cc1ccc(C)c(N(C(=O)c2ccco2)C(C(=O)NC2CCCC2)c2ccco2)c1 (configuration not stated)	3%	-3%	-0.4%	-7%	-2%	-12%	-14%	1.7%	-0.1%
Cc1nc2ccccc2c2oc(C(=O)Nc3ccc4c(c3)OCCO4)cc12	11%	-6%	4.5%	-1%	4%	-27%	-6%	6.8%	0.3%
CCC(C)C(=O)Nc1nc(C)c(-c2csc(Nc3ccc(Cl)cc3)n2)s1 (configuration not stated)	1%	-11%	16%	2%	1%	-27%	-1%	3.0%	-0.1%
Cc1nc2c(sc3nc(N4CCOCC4)c4c(c32)CC(C)(C)OC4)c(-c2ccc(Cl)cc2)c1C(=O)O	25%	-8%	6.9%	8%	-1%	x	7%	4.0%	0.0%
O=C1CC(N2CCN(c3ccc(C(=O)c4ccc(F)cc4)cc3)CC2)C(=O)N1 (configuration not stated)	13%	-3%	-0.8%	0%	2%	30%	-7%	-2.6%	0.2%
CCN(CC)CCN(C)C(=O)c1ccc(OC2CCN(C(=O)C3CC3)CC2)cc1	-5%	17%	-1.2%	-5%	-7%	-4%[20 µM]	-14%	x	-0.1%
CCOc1ccc(C(O)(c2ccccc2)C(CN2CCCC2)c2ccccc2)cc1 (configuration not stated)	26%	6%	0.8%	3%	6%	21%	-20%	-3.5%	0.6%
CCOC(=O)c1nn(-c2ccc(C)c(Cl)c2)c(=O)c(C#N)c1C	16%	15%	-1.3%	3%	-10%	7%	-33%	-7.6%	-0.1%
c1ccc(CN2CCN(c3nc4ccccc4s3)CC2)cc1	5%	-6%	-2.9%	-3%	0%	4%	-16%	32%	0.4%
C/C(CC(O)(/C=N/O)c1ccccc1)=N\O (configuration not stated)	20%	-7%	-0.8%	12%	14%	14%	x	-2.6%	-0.1%
CC1(C)CC2(CCCN3C(=O)CSC32)CCS1 (configuration not stated)	-4%	-11%	-2.0%	-4%	-3%	8%	-20%	-0.8%	-0.2%
COCCOc1cc(-n2cccc2)c(Cl)cc1Cl	-4%	9%	0.1%	10%	4%	11%	-6%	0.8%	0.2%
Cc1cc(C)nc(NS(=O)(=O)c2ccc(NC(=O)C(C)Oc3ccccc3F)cc2)n1 (configuration not stated)	12%	-10%	-0.2%	-7%	-5%	3%	-19%	-1.0%	-0.1%
COc1cc(/C=C/c2ccc(O)cc2)cc(OC)c1	8%	-3%	-2.4%	30%	2%	8%	-10%	3.1%	-0.5%
COc1ccc(CNc2ccc(C)c(C)c2)c(OC)c1OC	-21%	2%	25%	6%	-5%	-1%	-9%	-1.6%	1.0%
COC(=O)C1NN=C(C(=O)c2ccccc2)C1c1ccccc1 (configuration not stated)	2%	-5%	-2.1%	9%	-2%	13%	-1%	-1.8%	-0.2%
CCNC(=S)NNC(=O)c1cccn(Cc2ccc(Cl)cc2)c1=O	-45%	26%	-6.0%	7%	1%	-17%	-1%	0.3%	-0.1%
Cc1ccc(S(=O)(=O)Nc2ccc3nc(-c4cccn4C)[nH]c3c2)cc1	5%	-5%	1.5%	2%	1%	-9%	-18%	0.9%	0.3%
Fc1ccccc1-c1n[nH]c(=S)n1C1CC1	-8%	14%	2.2%	5%	13%	-35%	-39%	-1.3%	-0.4%
CCOC(=O)c1c(S(=O)(=O)NCc2ccc(OC)cc2)c(C)n(C)c1C	41%	15%	3.3%	-4%	-1%	-38%	3%	2.7%	1.4%
Cc1cc(NC(=O)c2ccccc2-c2ccccc2C(=O)O)no1	0%	14%	-2.6%	0%	-6%	-2%	-28%	-1.7%	0.2%
COc1ccc(OC)c(C2C3=C(CCCC3=O)Nc3nnnn32)c1 (configuration not stated)	11%	7%	-0.2%	5%	10%	7%	-8%	-1.9%	0.0%
CC(NC(=S)Nc1ccc(S(=O)(=O)N2CCOCC2)cc1)C1CC2CCC1C2 (configuration not stated)	-21%	-8%	-2.1%	-3%	-4%	40%	-22%	-2.7%	0.5%
CC(=O)Nc1ccc(-c2nc3cc(Cl)ccc3o2)cc1	24%	8%	0.4%	-4%	35%	14%	-79%	-6.8%	-0.2%
CS(=O)(=O)N(CC(=O)N1CCC(C(N)=O)CC1)C1CCCCC1	1%	-9%	50%	19%	1%	-12%	-3%	0.6%	0.4%
Cc1ccc(SCc2[nH]nc3c2C(c2ccc(C)o2)C(C#N)=C(N)O3)cc1 (configuration not stated)	-14%	-6%	26%	2%	5%	-25%	3%	5.2%	0.0%
Cc1cc(C)c(C)c(S(=O)(=O)N2CCN(c3ccc(O)cc3)CC2)c1C	-4%	-2%	-2.4%	7%	-2%	18%	-58%	-3.2%	0.7%
CS(=O)(=O)N1CCN(c2ccc([N+](=O)[O-])cc2C(F)(F)F)CC1	-56%	8%	1.1%	2%	2%	10%	-5%	1.7%	-0.2%
CCN(CC)CC(O)Cn1c(C)c(-c2ccccc2)c2cc([N+](=O)[O-])ccc21 (configuration not stated)	-6%	0%	-1.7%	20%	3%	-54%	-1%	-5.1%	-0.1%

Individual results from the list.
Cc1ccc(S(=O)(=O)Nc2ccc3nc(-c4cccn4C)[nH]c3c2)cc1 | GPR55 LPI antagonism = 2%
CC(=O)Nc1ccc(-c2nc3cc(Cl)ccc3o2)cc1 | KOR beta-arrestin-1 = 14%
Fc1ccccc1-c1n[nH]c(=S)n1C1CC1 | GPR55 beta-arrestin = -0.4%

Of the compounds above, these have a cyano group:
SMILES	AID2073	GPR35 antagonists	HIV fusion peptide	GPR55 LPI antagonism	Siah-1 displacement	KOR beta-arrestin-1	NOD1 inhibition	KOR beta-arrestin-2	GPR55 beta-arrestin
CCOC(=O)c1nn(-c2ccc(C)c(Cl)c2)c(=O)c(C#N)c1C	16%	15%	-1.3%	3%	-10%	7%	-33%	-7.6%	-0.1%
Cc1ccc(SCc2[nH]nc3c2C(c2ccc(C)o2)C(C#N)=C(N)O3)cc1 (configuration not stated)	-14%	-6%	26%	2%	5%	-25%	3%	5.2%	0.0%

Not all compounds are listed (hit frequency here may not be typical).
